# Screens: PubChem BioAssay, several laboratories
# NPR2 activator – GC-B (human) receptor activation; P20594; AID 1920062; activation, % at 10 µM; HEK293-GC-B cells, CNP EC30, cGMP TR-FRET; 0% at EC30 CNP, 100% saturating CNP; actives 0.11% (n = 370,000);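 active = activation at 10 µM reaching about 35% in either raw or pattern-adjusted values, limit read from the data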
# NPR1 activator – GC-A (human) enzyme activation. P16066. HEK293 GC-A cells, cGMP TR-FRET, EC30 ANP; 0% at EC30 ANP, 100% saturating ANP. activation, % at 10 µM. actives 0.14% (n = 370,000). AID 1671463; in the data active = activation above about 40%
# DAX1 inh-1 – NR0B1 (DAX1) inhibition; inhibition, % at 6.75 µM; actives 0.99% (n = 340,000); P51843; HEK293 Gal4-DAX1 luciferase reporter, luminescence; AID 504766;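 active = inhibition above the mean over all tested compounds plus 3 SD, cut at about 4.2% in these data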;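 also: 0% = DAX1-transfected cells with DMSO and 100% = empty-vector control cells with DMSO; inhibition shows as a rise in luminescence from relieved DAX1 repression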
# Target sequence (P51843 207-470 limits assumed): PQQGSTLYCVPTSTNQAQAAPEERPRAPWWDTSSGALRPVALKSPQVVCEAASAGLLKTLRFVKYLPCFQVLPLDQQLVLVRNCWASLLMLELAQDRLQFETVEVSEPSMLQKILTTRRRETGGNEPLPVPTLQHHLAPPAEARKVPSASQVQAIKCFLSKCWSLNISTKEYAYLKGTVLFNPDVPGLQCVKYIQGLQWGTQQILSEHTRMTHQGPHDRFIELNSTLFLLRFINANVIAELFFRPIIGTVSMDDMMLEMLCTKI
# sPLA2-III inh – Inhibits HGIII-sPLA2 liposome hydrolysis, primary screen. inhibition, % at 12.2 µM. actives 0.56% (n = 370,000). QFRET BODIPY PC-A2 liposome hydrolysis, fluorescence. AID 743126;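 active = inhibition above mean plus 3 SD of compounds lying within the high and low control bounds, cut at about 19% in these data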;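 also: 0% = median of test compound wells and 100% = no enzyme DMSO wells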
# Target sequence (Q9NZ20 whole entry, looked up): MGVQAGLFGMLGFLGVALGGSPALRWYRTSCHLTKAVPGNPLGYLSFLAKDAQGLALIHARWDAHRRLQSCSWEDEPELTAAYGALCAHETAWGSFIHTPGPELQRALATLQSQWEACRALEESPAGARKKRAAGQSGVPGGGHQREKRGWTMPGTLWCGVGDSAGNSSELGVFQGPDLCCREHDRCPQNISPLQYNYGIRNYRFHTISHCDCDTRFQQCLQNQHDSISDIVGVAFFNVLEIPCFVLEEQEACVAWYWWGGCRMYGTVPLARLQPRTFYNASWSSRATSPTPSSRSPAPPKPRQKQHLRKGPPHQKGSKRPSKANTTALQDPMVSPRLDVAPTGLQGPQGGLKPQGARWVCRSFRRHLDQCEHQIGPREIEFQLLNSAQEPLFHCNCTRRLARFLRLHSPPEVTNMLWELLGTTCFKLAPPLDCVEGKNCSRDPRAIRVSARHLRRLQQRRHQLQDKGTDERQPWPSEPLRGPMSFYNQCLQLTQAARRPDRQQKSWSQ
# DAX1 inh-2 – inhibitors of DAX1 repression of SF-1 activated StAR promoter | inhibition, % at 6.8 µM | actives 1.1% (n = 370,000) | AID 652010 | HEK293T StAR-luciferase reporter, SF-1/DAX-1 repression relief;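 active = inhibition above the mean over all tested compounds plus 3 SD, cut at about 3.6% in these data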;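 also: 0% = DAX-1 cells with DMSO and 100% = cells lacking DAX-1 with DMSO; higher inhibition means more luminescence from relief of DAX-1 repression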
# hcDAF12 agonist – H. contortus DAF-12 activation, primary screen | activation, % at 6.8 µM | HEK293 hcDAF-12 lit1-tk-luc reporter, luminescence; 0% DMSO, 100% Δ7-dafachronic acid | actives 1.4% (n = 370,000);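 active = activation above the mean of all tested compounds plus 3 SD, cut at about 5.5% in these data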;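 also: 100% = response to 3 µM Δ7-dafachronic acid high control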
# FXN GAA850 act – increases GAA850 frataxin promoter reporter activity; HEK293 lucGAA850 FXN promoter luciferase reporter, 24 h; percent of 10 µM SAHA response; activation, % at 6 µM; actives 0.56% (n = 360,000); AID 540364;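 active = activation above the average of all compounds screened plus 3 SD, cutoff fixed separately per campaign, cut at about 7.5% in these data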;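 also: 0% = DMSO wells and 100% = 10 µM SAHA wells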
# hgDAF12 agonist – activates the H. glycines DAF-12 receptor ligand-binding domain; HEK293 GAL4-hgDAF12 UAS-luciferase reporter, agonist luminescence; normalized to butyrate control; activation, % at 6.8 µM; actives 1.8% (n = 370,000);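 active = activation above a cutoff set at the mean of all screened compounds plus 3 SD, cut at about 10% in these data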;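 also: 0% = DMSO wells and 100% = sodium butyrate wells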
# SMARCA2 activ – SMARCA2 function activation, primary screen | actives 1% (n = 370,000) | activation, % at 9.1 µM | MG213 cells, MMTV-luciferase reporter, dexamethasone, overnight; in the data active = activation above about 7.8%;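 also: 0% = vehicle wells and 100% = reference activator wells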
# ssDAF-12 act – activates DAF-12 receptor from parasite S. stercoralis; actives 1% (n = 370,000); HEK293 ssDAF-12/GRIP1 lit1-tk-luc reporter, luminescence; % of 3 µM dafachronic acid response; activation, % at 6.8 µM;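 active = activation above the mean over all tested compounds plus 3 SD, cut at about 0.9% in these data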;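 also: 0% = DMSO-only wells and 100% = 3 µM delta7-dafachronic acid wells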
# KLK7 zymogen act – proKLK7 (human) activation, primary screen. P49862. purified proKLK7, EDANS-DABCYL substrate fluorescence; 100% is mature enzyme control, 0% vehicle. activation, % at 7 µM. actives 0.9% (n = 370,000). AID 652039;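 active = activation above the mean of all tested compounds plus 3 SD, computed per campaign excluding outliers beyond control limits, cut at about 13% in these data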
# Target sequence (P49862 whole entry, looked up): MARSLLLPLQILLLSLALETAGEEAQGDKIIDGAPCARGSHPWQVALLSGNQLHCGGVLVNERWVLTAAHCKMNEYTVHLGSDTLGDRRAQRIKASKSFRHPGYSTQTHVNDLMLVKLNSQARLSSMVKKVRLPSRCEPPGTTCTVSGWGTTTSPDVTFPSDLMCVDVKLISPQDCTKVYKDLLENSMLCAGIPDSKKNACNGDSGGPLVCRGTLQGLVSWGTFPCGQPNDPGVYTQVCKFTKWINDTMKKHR
# Active calls of the source: *; x = no result given; & = joins results of further samples; ! = repeats disagree.
SMILES	NPR2 activator	NPR1 activator	DAX1 inh-1	sPLA2-III inh	DAX1 inh-2	hcDAF12 agonist	FXN GAA850 act	hgDAF12 agonist	SMARCA2 activ	ssDAF-12 act	KLK7 zymogen act
CCOc1cc(CNCc2ccccn2)ccc1OCC(=O)NC1CCCCC1	3	2	0.6	2	-0.9	-1.0	-0.9	-0.7	0	-1.1	-0.7
Cc1ccccc1C1CCCN(Cc2nc(C3CC3)no2)C1 (stereo unspecified)	-3	-4	0.3	3	-0.2	0.3	-0.6	-2.3	1	-2.2	0.3
CCCCCCCCC(=O)NCCOc1ccc(OC)cc1	0	0	2.0	0	0.1	-2.4	5.6	-0.5	0	-1.6	-0.2
NC(=O)COC(=O)CSc1ccc2ccccc2c1	2	1	0.2	-1	-0.1	-1.3	-3.1	-0.6	-1	-2.3	0.1
CSc1nnc2ccc(-c3ccc(C)cc3)nn12	4	11	1.3	3	0.3	0.2	3.3	1.9	-3	-1.3	-0.9
CCC(=O)c1ccc(OCC(O)CN2CCCCC2)cc1 (stereo unspecified)	2	2	-0.2	1	-0.7	-0.1	-1.1	-0.8	-1	-0.9	0.0
CC(C)CC1C(=O)N(Cc2cn(CCC3OCCCO3)nn2)CCS(=O)(=O)N1Cc1ccc(-c2ccc(Cl)c(Cl)c2)cc1 (stereo unspecified)	0	-4	-1.0	-45	-3.1	-1.3	-1.8	-3.7	-3	-1.6	0.2
O=C(CCl)Oc1ccc2occ(C(=O)c3cccs3)c2c1	-1	-2	2.4	-3	1.1	0.4	-1.1	7.3	8.6*	-0.8	-0.3
CC(=O)N1CC(C)Oc2ccc(S(=O)(=O)NC(CC(=O)O)c3ccccc3C)cc21 (stereo unspecified)	1	-4	2.1	2	0.6	-0.5	0.9	3.8	0	-0.5	-0.5
COc1ccc(N2CC(C(=O)N3CCC(c4nc5ccccc5[nH]4)CC3)CC2=O)cc1 (stereo unspecified)	-10	3	2.0	2	-1.2	-2.2	1.1	-0.5	-2	-0.1	0.3
CN1OC[C@@H]2CN(C(=O)C(C)(C)C)[C@H](c3cccc(Br)c3)C[C@@H]21	-3	3	-0.4	1	-1.5	-1.5	-3.6	-2.5	4	-1.2	-0.1
O=C(CCS(=O)(=O)Cc1ccccc1)NCc1ccco1	2	-1	-0.3	-5	-0.1	-1.1	-0.4	-2.5	2	-0.8	0.7
C=CCOC(=O)C1=C(C)NC(SCC(=O)NC(=O)OCC)=C(C#N)C1c1cccnc1 (stereo unspecified)	-6&6	-1&1	5.3*!	-4&-2	-0.1&-0.4	-1.7&0.1	-0.3&-1.4	-0.7&-0.9	4&-3	-1.3&-1.5	20*
CCC(CC)N1CCN(C(=O)c2cc(OC)c(OC)c(OC)c2)CC1	4	4	-2.2	-2	-0.4	-0.2	2.6	-1.2	2	-1.4	0.6
O=C(CSc1nc(C2CC2)nc2ccccc12)N1CCCCC1	-3	-3	0.7	-2	-0.3	-1.3	0.0	-1.9	2	-1.4	0.3
Cc1ccc(-n2cc(CNCCN3CCOC3=O)c(-c3cccc(C)c3)n2)cc1	-1	-2	1.3	-12	0.3	-3.7	-0.2	3.9	-2	-1.8	0.5
O=C(CSc1ccc(F)cc1)Nc1ccccc1Br	0	5	0.6	2	0.7	-2.3	1.7	3.8	-2	-1.6	-0.4
COc1cccc(NC(=O)C2CC(=O)N=C(N)S2)c1 (stereo unspecified)	4	2	0.0	0	0.0	-0.5	-0.5	-1.3	2	-0.9	-0.1
O=C(CN1CCN(C(=O)c2ccco2)CC1)Nc1ccccc1	1	4	-0.5	-2	-0.2	1.2	1.3	-1.6	2	-0.8	0.2
O=C(Oc1cccc(N2C(=O)CCC2=O)c1)C1CC(=O)N(c2ccc(Br)cc2)C1 (stereo unspecified)	-3	5	1.9	-2	0.3	-0.8	-1.0	-1.0	-3	-0.6	0.3
CCOC(=O)CN1C(=O)[C@]2(OCCC=C[C@H]2C)c2ccccc21	3	0	x	4	-0.3	-1.1	x	-1.7	-3	-1.3	-0.1
CC(=O)Nc1ccc(S(=O)(=O)N(C)c2nc3ccccc3nc2Cl)cc1	2	-6	-1.0	-10	-0.9	-2.4	1.9	-0.9	-2	-1.2	0.2
COc1cc(C2NC(=S)NC(O)(C(F)(F)F)C2C(=O)c2cccs2)cc(OC)c1O (stereo unspecified)	-10	-13	-2.8	14	1.2	3.7	1.1	3.3	7	-0.8	0.3
CCc1ccc(Nc2cc(C)nc3nc(C)nn23)cc1	4	6	0.9	2	-1.1	-2.8	1.3	-1.6	0	-1.3	0.2
COc1ccc(N(CC(=O)NCC(C)C)S(=O)(=O)c2ccccc2)cc1	-4	-15	-0.5	1	0.1	-1.2	1.4	1.7	-6	-1.2	-0.1
CCOC(=O)C1=C(C)C(c2ccccc2O)NC(=O)N1 (stereo unspecified)	-2	4	6.0*	7	-0.4	-2.5	-2.5	0.2	-1	-0.9	-0.2
Cc1cccc(N2CCN(C(=O)c3ccc(NC4=NC5CS(=O)(=O)CC5S4)cc3)CC2C)c1 (stereo unspecified)	6	9	2.0	3	-0.2	-0.5	-0.3	1.0	3	-1.0	0.4
CCOc1cc(C(=O)OCc2ccc([N+](=O)[O-])cc2)ccc1OCC(=O)N1CCOCC1	5	0	-0.1	4	-3.1	-1.9	0.0	-2.4	0	-1.5	-0.3
COc1ccc(C(CC(=O)N2CCCC2)c2ccc(F)cc2)cc1 (stereo unspecified)	-8	-25	-0.8	8	-0.4	-1.1	-1.1	-2.5	-4	-1.5	-0.7
COc1ccc(NC(=O)COC(C)=O)cc1Cl	2	5	0.6	6	-0.6	0.9	0.6	-0.1	2	-0.7	-0.1
CCOc1ccccc1N1C(=O)CN(Cc2ccc(OC)c(OC)c2)C1=S	1	0	-1.8	-66	-0.9	-1.9	-0.9	-4.5	-1	-1.0	-0.9
Cc1ccc(C(=O)/C=C/c2ccc(F)cc2)o1	-5	-3	-0.6	10	-0.8	-2.0	4.5	0.1	0	-0.4	-0.6
COc1ccc(CNC(=S)NCc2ccc(Cl)cc2)cc1OC	0	-1	-0.9	8	-3.4	-2.9	-1.0	-2.5	0	-0.7	0.4
COc1ccc(C(=O)NCC2CCCN2S(=O)(=O)c2ccccc2)cc1OC (stereo unspecified)	-1	0	0.7	-3	1.7	-0.8	-2.0	2.1	-6	-1.6	0.3
CC1(C(=O)NCCc2ccccc2)Cc2c(-c3ccc4c(c3)OCO4)ccnc2O1 (stereo unspecified)	-8	-2	x	1	-4.0	0.9	-3.8	4.3	-4	-1.2	0.1
Cn1c(=O)oc2cc(S(=O)(=O)N3CCN(c4cccc(Cl)c4)CC3)ccc21	-5	-4	0.6	7	0.6	1.0	-2.4	0.2	-2	-0.5	0.2
O=C(CNC(=O)c1ccco1)OC(C(=O)c1ccccc1)c1ccccc1 (stereo unspecified)	-1	-2	0.3	7	-0.2	-0.8	-2.0	-1.9	2	-1.5	-0.1
COc1cc(OC)c(NC(=O)C2CCCO2)cc1Cl (stereo unspecified)	-3	2	0.0	-3	-0.5	-2.6	-0.2	-0.9	1	-1.5	0.5
Nc1c(C(=O)N/N=C/c2cccnc2)cnn1-c1ccccc1	2	3	1.8	-3	0.8	-0.6	1.1	4.3	1	-0.2	-0.1
Cc1ccc(-n2nc3c(N4CCC(C(=O)N5CCN(C)CC5)CC4)nnc(C)c3c2C)cc1	-1	3	1.4	-1	-0.1	-0.9	-0.1	-1.9	1	-0.7	0.4
O=S1(=O)N=C(N2CCc3ccccc3C2)c2ccccc21	-2	-2	-0.5	0	-0.1	-0.8	-0.7	-0.2	-1	-1.4	0.1
Cc1ccc(S(=O)(=O)N(NC2=NS(=O)(=O)c3ccccc32)C(=O)c2ccccc2)cc1	-3	-2	-0.8	-13	0.3	-0.2	2.8	0.4	-3	-0.9	0.8
CC(c1ccccc1)n1c(N2CCNCC2)nc2c1c(=O)[nH]c(=O)n2C (stereo unspecified)	-2	-4	0.3	-2	0.4	-1.1	1.2	-1.8	-3	-1.5	-0.1
COc1cc(C(=O)OCC(C)=O)c([N+](=O)[O-])cc1OC	2	-2	-0.1	1	0.4	-1.1	1.6	-0.9	1	-0.8	0.4
COc1ccc(-c2cc(=Nc3ccc(C)cc3)c3ccccc3o2)cc1	-5	-7	0.5	4	0.6	-0.8	3.1	2.5	0	-1.1	2.7
O=c1nc2n(c3ccc([N+](=O)[O-])cc13)CCCCC2	-3	6	-0.2	-1	0.4	5.1	-1.0	-0.1	1	-1.2	0.3
Cc1ccc(SCCN)cc1C	-2	0	-1.5	2	-0.3	-0.1	1.6	1.6	1	0.2	-0.4
CC(C)(C)Nc1nc(SCC(=O)Nc2ccccc2)nc(N2CCOCC2)n1	-4	-12	-1.5	-19	-1.9	-2.1	5.0	-0.5	0	-1.7	0.4

# Compound profiles, as listed above.
# O=S1(=O)N=C(N2CCc3ccccc3C2)c2ccccc21 is listed as NPR2 activator: -2; NPR1 activator: -2; DAX1 inh-1: -0.5; sPLA2-III inh: 0; DAX1 inh-2: -0.1; hcDAF12 agonist: -0.8; FXN GAA850 act: -0.7; hgDAF12 agonist: -0.2; SMARCA2 activ: -1; ssDAF-12 act: -1.4; KLK7 zymogen act: 0.1
# CC(c1ccccc1)n1c(N2CCNCC2)nc2c1c(=O)[nH]c(=O)n2C (stereo unspecified) is listed as NPR2 activator: -2; NPR1 activator: -4; DAX1 inh-1: 0.3; sPLA2-III inh: -2; DAX1 inh-2: 0.4; hcDAF12 agonist: -1.1; FXN GAA850 act: 1.2; hgDAF12 agonist: -1.8; SMARCA2 activ: -3; ssDAF-12 act: -1.5; KLK7 zymogen act: -0.1

# Carrying on.
SMILES	NPR2 activator	NPR1 activator	DAX1 inh-1	sPLA2-III inh	DAX1 inh-2	hcDAF12 agonist	FXN GAA850 act	hgDAF12 agonist	SMARCA2 activ	ssDAF-12 act	KLK7 zymogen act
COc1ccc(CN(CCN2CCOCC2)C(=O)c2cc(Cl)ccc2F)cc1OC	-7	3	x	3	1.0	0.5	x	-1.4	-2	-0.8	-0.1
Fc1ccc(/C=N/NC(=S)Nc2ccc(Cl)cc2Cl)cc1	-4	3	-0.5	-2	0.0	-0.4	-3.9	0.9	-2	-1.3	-0.2
CCCCC(=O)NCc1ccc(F)cc1	3	-2	-1.0	-2	-0.4	-3.1	3.4	-0.9	-2	-1.0	0.0
O=C1CC(c2ccccc2)Cc2nc3nc(C(F)(F)F)nn3cc21 (stereo unspecified)	2	-2	-0.5	-12	0.1	2.5	3.3	6.0	-1	-0.9	2.1
CC1OC(Nc2ccc(N=Nc3ccccc3)cc2)C(O)C(O)C1O (stereo unspecified)	-1	10	-1.0	9	0.0	2.6	-0.6	-1.9	0	-1.3	0.4
CCCOc1ccc(Cn2c(O)cc(=O)[nH]c2=O)cc1	0	2	-0.2	-7	-0.2	-0.3	-0.1	0.5	0	-1.1	-0.5
CC(C)Oc1ccc(CNC(=O)Cn2c(=O)oc3ccccc32)cc1	1	-1	0.3	-4	-0.6	-3.0	1.8	-1.7	0	-1.3	0.8
Cc1oc2c(c1C(=O)Nc1cccc(C(=O)O)c1)CCCC2	3	-2	0.1	-3	1.3	-0.2	2.0	5.9	4	-1.6	0.4
